# FXIIa inh = blocks human coagulation factor XIIa protease activity. AID 800. inhibition, % at 5 µM. purified FXIIa, Boc-QGR-AMC fluorogenic substrate, 2 h. 0.3% of 220,000 active; in the data active = inhibition above about 40%;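 note: 0% = enzyme with no compound and 100% = blank without enzyme; many of its hits are not listed in these tables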
# Target sequence (P00748 20-372 limits assumed): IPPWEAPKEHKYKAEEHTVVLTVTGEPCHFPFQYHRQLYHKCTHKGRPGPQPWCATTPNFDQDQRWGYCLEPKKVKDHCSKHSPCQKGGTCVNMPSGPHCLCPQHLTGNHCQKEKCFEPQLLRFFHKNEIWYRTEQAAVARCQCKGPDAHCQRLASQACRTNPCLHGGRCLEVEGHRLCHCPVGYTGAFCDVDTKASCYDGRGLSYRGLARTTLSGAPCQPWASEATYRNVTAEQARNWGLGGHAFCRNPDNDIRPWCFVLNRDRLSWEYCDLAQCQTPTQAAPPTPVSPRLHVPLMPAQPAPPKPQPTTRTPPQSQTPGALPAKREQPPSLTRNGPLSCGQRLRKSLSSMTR
# Target sequence (P00748 373-615 limits assumed): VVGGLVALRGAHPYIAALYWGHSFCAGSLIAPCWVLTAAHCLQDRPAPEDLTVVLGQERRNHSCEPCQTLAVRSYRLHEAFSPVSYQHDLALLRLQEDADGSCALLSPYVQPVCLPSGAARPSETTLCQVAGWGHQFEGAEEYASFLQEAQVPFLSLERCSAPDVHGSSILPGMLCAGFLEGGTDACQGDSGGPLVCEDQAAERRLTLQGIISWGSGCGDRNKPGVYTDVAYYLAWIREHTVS
# hK5 inh = blocks human kallikrein 5 protease activity; inhibition, % at 5 µM; recombinant hK5, fluorogenic AMC substrate cleavage; Q9Y337; 0.59% of 210,000 active; AID 873;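 active = inhibition of 40% or more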;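 note: 0% = enzyme controls without compound and 100% = no-enzyme blanks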
# Rad51 HR inh = blocks human Rad51 in homologous recombination. Q06609. hRad51 DNA strand exchange, fluorescence dequenching. inhibition, % at 10 µM. 0.085% of 200,000 active;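 active = inhibition above 40% at the single screening dose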;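 note: 0% = DMSO control wells and 100% = blanks with heterologous ssDNA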
# Target sequence (Q06609 whole entry, looked up): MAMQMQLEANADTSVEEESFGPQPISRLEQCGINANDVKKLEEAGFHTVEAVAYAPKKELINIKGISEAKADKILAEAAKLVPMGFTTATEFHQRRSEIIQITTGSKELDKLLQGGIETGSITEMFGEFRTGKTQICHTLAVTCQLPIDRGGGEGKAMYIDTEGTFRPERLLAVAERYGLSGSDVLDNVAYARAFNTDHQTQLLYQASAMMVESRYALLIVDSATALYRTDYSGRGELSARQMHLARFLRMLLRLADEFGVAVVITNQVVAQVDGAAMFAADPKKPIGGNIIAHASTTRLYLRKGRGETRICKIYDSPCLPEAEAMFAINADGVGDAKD
#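 Material: Human Rad51 nucleoprotein filaments preassembled on unlabelled ssDNA | Also added: Labelled 47-mer dsDNA for strand exchange | Dosing: Single dose, 10 µM final compound | Schedule: 30-min compound preincubation and 15-min exchange, both room temperature | Technique: Fluorescence dequenching at 485/520 nm | Measure: Percent inhibition relative to plate controls and blanks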
# zVAD death inh = L929 zVAD cell death inhibition; L929 zVAD necroptosis rescue, ATP luminescence, 24 h; with zVAD 60 µM; viability rescue, % at 10 µM; 0.38% of 220,000 active; AID 1377;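 active = activation, scaled between plate controls, above about 75%, limit read from the data; inactive = activation under that limit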;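 note: 0% = zVAD with DMSO and 100% = DMSO alone without zVAD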
# Hck-Nef inh = blocks Nef-activated human Hck kinase; inhibition, % at 20 µM; 0.68% of 220,000 active; P08631; Recombinant Hck-YEEI plus Nef, Z-Lyte FRET kinase assay;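 active = Hck-Nef kinase inhibition above about 50%, limit read from the data; inactive = inhibition below that limit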;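 note: 0% = DMSO with Hck plus Nef and 100% = Hck alone without Nef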
# FXIa inh 1536 = factor XIa (human) inhibition; 0.14% of 220,000 active; purified FXIa, Boc-Glu-Ala-Arg-AMC fluorogenic substrate; P03951; inhibition, % at 5 µM;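 active = inhibition of at least 40%; inactive = inhibition below 40%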;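 note: fluorescence of freed AMC excited at 355 nm; 0% = enzyme without compound and 100% = no enzyme blank; many of its hits are not listed in these tables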
# TNF death inh = blocks TNF-alpha induced death of Jurkat FADD-/- cells; Jurkat FADD-/- TNF necroptosis rescue, ATP luminescence, 24 h; 0 = TNF only, 100 = no-TNF cells; activation (protection from cell death), % at 10 µM; 0.068% of 220,000 active;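 active = activation, meaning protection from cell death, of at least 50% relative to plate controls; inactive = activation below 50%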;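 note: necroptosis triggered by 40 ng/mL TNF-alpha added together with compound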
# Thrombin inh = blocks human thrombin protease activity. P00734. alpha-thrombin, Boc-VPR-AMC fluorogenic substrate cleavage. inhibition, % at 5 µM. 0.26% of 220,000 active. AID 1046;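 active = inhibition at or above 40%; inactive = inhibition below 40%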;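 note: 0% = enzyme with no compound and 100% = wells without enzyme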
#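 System – human alpha-thrombin · Medium – pH 7.5 Tris (50 mM) with NaCl 150 mM, Tween 20 0.05% · Compound – single-point dosing at 5 µM, 0.2% DMSO · Incubation – enzyme reaction carried out at room temperature · Technique – fluorescence of released AMC, ex 355 nm, em 460 nm · Read-out basis – % inhibition of thrombin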
# Cl transport mod = modulators of human KCC2 chloride dependent transport; Q9H2X9; KCC2 cells, thallium flux FluoZin-2 fluorescence; B-score of Tl+ flux slope (higher = more flux/activation; lower = inhibition) at 10 µM; 2.2% of 190,000 active; AID 1456;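 active = thallium flux slope and its plate-corrected score both differing from the plate sample mean at a set confidence after two filtering rounds, in either direction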;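 note: slope of fluorescence scaled to starting intensity during 10 to 20 s after thallium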
# The depositor's hits bear a star; nt = no result given; & = joins results of further samples. This is a subset; the hit share may differ from the screen's.
no.	SMILES	FXIIa inh	hK5 inh	Rad51 HR inh	zVAD death inh	Hck-Nef inh	FXIa inh 1536	TNF death inh	Thrombin inh	Cl transport mod
1	CCOC(=O)C1=C(C)NC(C)=C(C(=O)OCC)C1C(=O)OCC(=O)N1CCCCC1CC (stereo not drawn)	8	-24	0	-0.5	2	-13	-2.9	-1	-0.2
2	O=C1CC(N2CCOCC2)C(=O)N1c1cccc(Cl)c1 (stereo not drawn)	12	-4	3	1.5	1	0	-0.3	2	nt
3	CCc1ccc(C2CC(c3ccc(C)cc3)Nc3nc(N)nn32)cc1 (stereo not drawn)	1	-3	1	2.0	2	5	0.2	0	0.23
4	c1ccc(-c2ccnc3nc(-n4cccc4)nn23)cc1	15	-14	-4	0.1	1	2	-3.6	-1	-1.2
5	CCC(C)C(NC(=O)OCc1ccccc1)C(=O)NC(Cc1ccc(O)cc1)C(=O)OC (stereo not drawn)	8	-5	24	3.0	24	1	0.3	-9	-2
6	CSc1ccccc1C(=O)NCc1ccc(F)cc1	-6	-20	21	1.4	-11	-3	1.1	1	0.83
7	COc1cc(C2C(C#N)=C(N)N(c3cccnc3)C3=C2C(=O)CCC3)ccc1O (stereo not drawn)	20	-16	-12	-0.4	9	-1	1.3	0	0.034
8	Cc1onc(-c2ccccc2)c1C(=O)Nc1ccnn1C1CCCCC1	7	6	-6	-0.2	0	3	-1.0	0	0.044
9	O=C(NCSC1=NCCS1)c1ccccc1	-5	-6	-3	0.0	6	-4	0.5	-16	0.021
10	Cc1cnc(C(=O)Nc2ccccc2-c2ccc(C)o2)cn1	13	-3	-5	0.3	0	-1	-1.9	0	nt

# (cont.)
no.	SMILES	FXIIa inh	hK5 inh	Rad51 HR inh	zVAD death inh	Hck-Nef inh	FXIa inh 1536	TNF death inh	Thrombin inh	Cl transport mod
11	CCOP(=O)(OCC)c1nc(/C=C/c2ccccc2)oc1NCc1ccccc1	-30	-274	5	0.1	25	-24	0.0	-17	-1.2
12	CSCC(=O)Nc1cc(C)on1	5	1	-5	0.7	17	1	3.7	-1	1.5
13	COc1ccc(-c2nc3ccccc3c(=O)n2N)cc1	-3	2	0	0.0	2	4	-4.7	-1	-0.38
14	COc1ccc(/C=C2\SC(=S)N(CCCC(=O)Nc3ccc(O)cc3)C2=O)cc1	7	3	20	4.4	19	3	-6.5	-4	-1.2
15	CC1CCc2cc(F)ccc2N1C(=O)c1cnc2sccn2c1=O (stereo not drawn)	14	-2	-2	0.5	1	3	0.3	-2	1.4
16	OCCC1CN(Cc2nc3c(s2)CCCC3)CCN1Cc1ccccc1 (stereo not drawn)	1	-5	-2	0.2	17	-6	2.2	-8	-0.29
17	CC1(C)COC(/C=C/c2ccc([N+](=O)[O-])cc2)=N1	9	-12	nt	64	3	1	-16	-1	-0.23
18	Cc1ccc(C(=O)O)cc1S(=O)(=O)N1CCSCC1	14	-8	-3	0.0	0	5	-1.9	1	-0.035
19	C=CCn1c(=NC(=O)c2cc(Cl)sc2Cl)sc2cc(S(N)(=O)=O)ccc21	9	-4	nt	0.2	-4	3	-0.9	-1	0.037
20	COc1ccc(Cc2noc(-c3ccc(OC)c(OC)c3)n2)cc1OC	5	-11	0	0.1	3	-6	-2.7	-6	-0.83

# Additional compounds follow.
no.	SMILES	FXIIa inh	hK5 inh	Rad51 HR inh	zVAD death inh	Hck-Nef inh	FXIa inh 1536	TNF death inh	Thrombin inh	Cl transport mod
21	CC1CN(CCOCCSc2ccccc2)CC(C)O1 (stereo not drawn)	2	-19	1	-0.4	-7	-3	-0.1	3	1.1
22	CCc1cccc(CC)c1NC(=O)/C(C#N)=C/c1ccccc1C(F)(F)F	12	-10	-4	0.1	3	4	-2.9	-9	-0.72
23	O=C(CC(c1ccccc1)c1ccccc1O)NCc1ccco1 (stereo not drawn)	14	-3	2	0.1	1	3	-1.6	4	nt
24	CC1CCN(S(=O)(=O)c2ccc3c(c2)c(=O)c(C(=O)NCc2ccco2)cn3C)CC1	9	-8	nt	nt	-3	-2	-11	15	-0.68
25	CCOc1cc2[nH]c(=S)n(CC3CCCO3)c(=O)c2cc1OCC (stereo not drawn)	-7	-13	-2	0.6	1	-7	0.0	0	1.2
26	CC(C)Cn1c(Cc2ccccc2)n[nH]c1=S	19	3	nt	-0.3	0	7	-1.0	4	0.45
27	COc1ccc(CC(=O)OCC(=O)NCCc2ccccc2)cc1OC	15	-5	-3	0.3	5	8	1.5	-9	0.81
28	COc1cccc(C2C(C(=O)OC(C)C)=C(C)Nc3ncnn32)c1 (stereo not drawn)	10	-17	-4	0.1	0	2	-2.6	-1	-0.094
29	FC(F)(F)c1cnc(N2CCSCC2)c(Cl)c1	0	29	-9	1.2	-2	-17	-1.0	-8	0.37
30	COc1cc(Cl)c(S(=O)(=O)n2cnc(C)c2)cc1Cl	30	-8	-7	-1.2	-19	25	-0.4	4	0.28

# 4 of the compounds above, as labelled records.
10) Cc1cnc(C(=O)Nc2ccccc2-c2ccc(C)o2)cn1
  FXIIa inh = 13
  hK5 inh = -3
  Rad51 HR inh = -5
  zVAD death inh = 0.3
  Hck-Nef inh = 0
  FXIa inh 1536 = -1
  TNF death inh = -1.9
  Thrombin inh = 0
  Cl transport mod = nt

9) O=C(NCSC1=NCCS1)c1ccccc1
  FXIIa inh = -5
  hK5 inh = -6
  Rad51 HR inh = -3
  zVAD death inh = 0.0
  Hck-Nef inh = 6
  FXIa inh 1536 = -4
  TNF death inh = 0.5
  Thrombin inh = -16
  Cl transport mod = 0.021

21) CC1CN(CCOCCSc2ccccc2)CC(C)O1 (stereo not drawn)
  FXIIa inh = 2
  hK5 inh = -19
  Rad51 HR inh = 1
  zVAD death inh = -0.4
  Hck-Nef inh = -7
  FXIa inh 1536 = -3
  TNF death inh = -0.1
  Thrombin inh = 3
  Cl transport mod = 1.1

18) Cc1ccc(C(=O)O)cc1S(=O)(=O)N1CCSCC1
  FXIIa inh = 14
  hK5 inh = -8
  Rad51 HR inh = -3
  zVAD death inh = 0.0
  Hck-Nef inh = 0
  FXIa inh 1536 = 5
  TNF death inh = -1.9
  Thrombin inh = 1
  Cl transport mod = -0.035

# (continued)
no.	SMILES	FXIIa inh	hK5 inh	Rad51 HR inh	zVAD death inh	Hck-Nef inh	FXIa inh 1536	TNF death inh	Thrombin inh	Cl transport mod
31	COC(=O)c1cn(CC(=O)N2CCCCC2C)c2ccccc12 (stereo not drawn)	-1	-2	4	0.1	0	-12	0.5	-4	1.2
32	O=C(NC1CCCC1)C1CCCN(S(=O)(=O)c2cccc3cccnc23)C1 (stereo not drawn)	6	-23	6	1.0	18	1	-1.6	-3	1.3
33	Cc1ccc(Cn2nc(C)c(NC(=O)c3nn(C)cc3Cl)c2C)cc1	13	-8	-9	0.4	7	7	0.8	4	-0.77
34	COc1ccc(CN(C(=O)c2ccco2)C2CC(C)N(C)CC2C)cc1 (stereo not drawn)	-6	0	1	-0.8	0	-11	0.6	-2	nt
35	O=C(CN(CCN1CCOCC1)C(=O)Cn1nnc(-c2ccc(F)cc2)n1)NC1CCCCC1	4	0	1	0.0	2	-3	-2.9	-8	0.83
36	CC(C)c1ccc(/C=C2\C(=O)N(CCN3CCOCC3)C(=S)N2C)cc1	12	6	-6	0.9	1	2	-1.1	3	0.23
37	C[C@H](NC(=O)Cc1cccc2ccccc12)C(=O)NCc1ccccc1	5	-2	5	2.1	-5	-5	1.3	-13	-0.45
38	Cc1cccc2nc3c(nc12)-c1ccccc1C3=O	12	3	nt	0.0	40	2	-7.0	0	0.99
39	CC(C)N(Cc1nc(-c2ccccc2)no1)C(=O)COc1ccccc1	5	-8	7	0.1	-1	3	-0.1	-3	-0.0086
40	Cc1ccc(Cl)cc1N1CCN(C(=O)COc2ccc(S(=O)(=O)NC(C)C)cc2)CC1	22	46*	6	0.1	4	17	-8.1	20	nt

# Further records follow.
no.	SMILES	FXIIa inh	hK5 inh	Rad51 HR inh	zVAD death inh	Hck-Nef inh	FXIa inh 1536	TNF death inh	Thrombin inh	Cl transport mod
41	COc1ccc(-c2noc(-c3ccccc3C(=O)NCc3ccco3)n2)cc1OC	8	2	nt	-1.5	8	2	-10.0	-2	-0.83
42	CN(C)CCCN(C(=O)/C=C/c1cccs1)c1nc2c(F)cccc2s1	8	-11	2	47	18	-1	-17	2	-0.027
43	Oc1ccccc1C=NCCCCCCN=Cc1ccccc1O	1	-4	nt	-0.1	20	-3	-2.0	-12	-0.6
44	O=C(/C=C/c1cccc([N+](=O)[O-])c1)Nc1ccccc1N1CCOCC1	4	2	21	-0.5	-44	33	0.1	-1	-0.26
45	CCOc1cc2[nH]c(=O)n(CCCC(=O)NCc3ccco3)c(=O)c2cc1OCC	4	13	-5	0.2	4	-7	-2.7	-9	nt
46	O=S(=O)(c1ccc(Nc2ccc3c(c2)OCO3)nc1)N1CCOCC1	24	-13	-7	1.4	0	9	1.5	7	0.38
47	O=c1c(Cc2c(F)cccc2Cl)c(O)ccn1CCCn1ccnc1	-2	-22	-1	1.0	-11	-6	1.1	1	2.3
48	CCCCN(C)C/C(O)=C(\C#N)c1nc(-c2ccccc2)cs1	7	-10	4	12	1	-3	2.2	-2	-0.43
49	COc1ccc(N(CC(=O)N2CCCCC2)S(=O)(=O)c2ccccc2)c(OC)c1	-2	7	6	-0.2	0	5	-1.8	3	-0.78
50	N=c1n(CCO)c2ccccc2n1CCN1CCCCC1	3	-4	-4	-0.6	16	-5	1.3	-3	1.7

# (cont.)
no.	SMILES	FXIIa inh	hK5 inh	Rad51 HR inh	zVAD death inh	Hck-Nef inh	FXIa inh 1536	TNF death inh	Thrombin inh	Cl transport mod
51	Cc1ccc(-c2noc(CCCc3ccccc3)n2)cc1	3	6	0	1.0	1	1	0.1	-4	0.35
52	C#CCCCc1nc2ccccc2c(=O)n1N	1	-22	nt	-0.5	6	-5	2.4	-6	0.18
53	O=C(COc1ccccc1[N+](=O)[O-])N/N=C/c1ccc(O)cc1	7	-29	nt	0.7	4	6	1.8	-6	0.06
54	CCCn1c(N2CCOCC2)nc2c1c(=O)[nH]c(=O)n2C	19	11	-3	-0.7	1	7	-1.1	5	-1
55	N/C(=N\OC(=O)c1csnn1)c1ccc(C(F)(F)F)cc1	8	3	12	0.8	20	3	2.7	2	-0.57
56	CC1(C)Oc2ccc3ccc(=O)oc3c2C(/C=N/O)C1=O (stereo not drawn)	7	-1	7	0.3	1	7	0.7	-1	0.38
57	O=C(Nc1cc(-c2ccccc2)[nH]n1)c1ccc(Cl)cc1	7	4	32&3	69&75	19&2	4	-1.6&-2.6	4	-0.45&0.1
58	CCOc1ccc(N=Cc2c(O)c3ccccc3oc2=O)cc1	3	-20	-5	1.4	7	-1	-7.1	-2	-0.43
59	CCCNc1nc(C)c(C(C)=O)cc1C#N	2	-4	-2	1.0	1	-4	-0.7	-2	nt
60	CCOC(=O)/C(C#N)=C\c1ccc(OCC(=O)Nc2ccc(C)cc2C)c(OC)c1	12	-15	7	0.7	2	0	-0.8	3	nt
61	CCn1c(C(c2ccccc2)c2ccccc2)n[nH]c1=S	8	-4	nt	0.6	-2	4	-1.1	2	nt
62	CCN(CC)c1nc(OC)nc(-n2nnc(C(C)=O)c2C)n1	-2	-4	11	-0.2	-1	-7	-0.7	-6	-0.25
63	Cc1ccc(C)c(NC(=O)CSc2ccc(-c3cccs3)nn2)c1	15	-1	-2	0.2	3	5	0.6	0	-0.29

# Screens from PubChem.
